High-throughput results from PubChem BioAssay.
core dimer inh: blocks dimerization of HCV core protein; TR-FRET GST/Flag-core106 dimerization, 1536-well; inhibition, % at 5 µM; 0.33% of 300,000 active; AID 1899;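 active = inhibition above the mean of all tested compounds plus 3 SD, set per screening campaign, cut at about 45% in these data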
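Material: GST/Flag-tagged HCV core106 proteins. Incubation: 4 h, 22.5 °C incubation. Read-out basis: inhibition (%) from 671 over 617 nm ratio. Measured by: TR-FRET, excitation 340 nm, emission 617 and 671 nm.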
PREPL inhibitor: inhibits the human prolyl oligopeptidase-like enzyme | recombinant PREPL, fluorescence polarization activity-based probe | 0.68% of 320,000 active | inhibition, % at 5.96 µM | AID 2751 | Q4J6C6; in the data active = inhibition above about 43%;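 note: 0% = enzyme with DMSO and 100% = wells lacking enzyme; many of its hits are not listed in these tables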
Efflux pump mplx: blocks antifungal efflux pumps in multiplex yeast assay; S. cerevisiae Candida pump triplex, Nile Red efflux; inhibition, % at 10 µM; 0.44% of 330,000 active;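 active = plate passing quality check with inhibition over a set limit, or well fluorescence over plate mean plus 4 SD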;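 note: Nile Red retained in pooled yeast measured as flow cytometry median fluorescence; 0% = buffer negative control and 100% = Enniatin B positive control; higher means more Nile Red kept so more efflux inhibition; some compounds called inactive have numbers as strong as hits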
EBNA-1 inhibitor: blocks EBNA-1 binding to DNA; EBNA-1 DNA binding, fluorescence polarization; inhibition, % at 14.8 µM; 0.34% of 300,000 active; AID 1950; in the data active = inhibition above about 28%
PP5 inh: blocks human protein phosphatase 5 activity. purified PP5c, OMFP substrate fluorescence. 0.18% of 320,000 active. P53041. inhibition, % at 6.7 µM;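 active = inhibition above the campaign's mean inhibition across all tested compounds plus 3 SD, cut at about 9.5% in these data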;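 note: 0% = DMSO only and 100% = 100 µM cantharidin control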
Target sequence (P53041 whole entry, looked up): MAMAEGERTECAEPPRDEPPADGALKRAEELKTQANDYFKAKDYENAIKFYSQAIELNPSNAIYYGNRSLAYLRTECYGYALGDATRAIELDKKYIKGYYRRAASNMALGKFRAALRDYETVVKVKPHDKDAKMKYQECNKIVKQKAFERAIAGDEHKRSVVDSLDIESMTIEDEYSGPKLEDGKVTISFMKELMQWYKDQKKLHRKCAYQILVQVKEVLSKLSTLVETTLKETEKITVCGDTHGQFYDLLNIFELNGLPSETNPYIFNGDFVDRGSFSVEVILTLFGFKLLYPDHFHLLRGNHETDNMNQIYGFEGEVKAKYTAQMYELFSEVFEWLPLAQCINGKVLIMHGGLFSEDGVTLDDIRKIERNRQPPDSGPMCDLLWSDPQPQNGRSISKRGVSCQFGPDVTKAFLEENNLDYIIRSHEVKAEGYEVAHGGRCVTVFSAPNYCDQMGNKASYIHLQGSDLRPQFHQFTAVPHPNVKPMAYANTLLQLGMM
Fh CTSL1 inh: counter-screen for PFM18AAP inhibitors: inhibitors of F. hepatica cathepsin L1; recombinant F. hepatica cathepsin L1, Z-Leu-Arg-MCA fluorescence; inhibition, % at 5.96 µM; 0.49% of 300,000 active; AID 1906;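 active = inhibition above the mean of all tested compounds plus 3 SD, set per screening campaign, cut at about 17% in these data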;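 note: 0% = plate median of test compound wells and 100% = 1 µM Z-Phe-Ala-diazomethylketone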
ZTA counter: counter-screen for EBNA-1 inhibitors: inhibitors of Epstein-Barr virus ZTA | P03206 | ZTA-DNA binding, fluorescence polarization | inhibition, % at 11 µM | 0.15% of 320,000 active; in the data active = inhibition above about 33%
Target sequence (P03206 whole entry, looked up): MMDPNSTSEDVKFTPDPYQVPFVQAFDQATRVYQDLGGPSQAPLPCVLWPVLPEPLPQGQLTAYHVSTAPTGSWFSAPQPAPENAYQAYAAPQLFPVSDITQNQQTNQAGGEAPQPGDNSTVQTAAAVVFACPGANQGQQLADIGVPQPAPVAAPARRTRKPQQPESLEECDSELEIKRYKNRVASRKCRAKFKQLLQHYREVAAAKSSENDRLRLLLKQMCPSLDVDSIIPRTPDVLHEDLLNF
PP1 inh: PP1-alpha (human) inhibition in PP5 counter-screen. P62136. purified PP1alpha, OMFP fluorescence. inhibition, % at 6.7 µM. 0.9% of 320,000 active;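 active = inhibition above the mean inhibition of all tested compounds plus 3 SD, computed separately for each screening campaign, cut at about 15% in these data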
Target sequence (P62136 whole entry, looked up): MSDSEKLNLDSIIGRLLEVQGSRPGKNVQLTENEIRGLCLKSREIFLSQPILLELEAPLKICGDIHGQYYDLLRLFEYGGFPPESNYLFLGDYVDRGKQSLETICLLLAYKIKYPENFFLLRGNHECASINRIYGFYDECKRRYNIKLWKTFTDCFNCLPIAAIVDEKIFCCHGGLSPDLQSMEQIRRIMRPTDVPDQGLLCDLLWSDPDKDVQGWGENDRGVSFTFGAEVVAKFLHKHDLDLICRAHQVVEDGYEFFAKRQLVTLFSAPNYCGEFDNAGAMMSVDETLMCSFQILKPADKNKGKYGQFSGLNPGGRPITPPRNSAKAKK
TPT1 inhibitor: blocks Candida albicans tRNA 2'-phosphotransferase | recombinant caTPT1, FP RNA substrate dephosphorylation | inhibition, % at 5 µM | 0.81% of 300,000 active;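 active = inhibition above the mean of all tested compounds plus 3 SD, set per screening campaign, cut at about 24% in these data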;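 note: plate controls were DMSO alone for no effect and ferristatin control at 100 nM for full effect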
Active calls of the source: *; x = not tested or not shown.

The opening two compounds as a preview:
Below each compound: core dimer inh	PP1 inh	PREPL inhibitor	Fh CTSL1 inh	TPT1 inhibitor	ZTA counter	Efflux pump mplx	PP5 inh	EBNA-1 inhibitor
- C#CCNC(=O)C1=C[C@@H](c2coc3ccccc3c2=O)C[C@@H](OCc2ccc(CO)cc2)O1
    -5	0	4	-1	3	-11	0.1	-0.2	5
- CCN(C(=O)/C=C/c1ccc(OC)cc1)C1CCCCC1
    5	-3	0	0	-1	7	0.0	-0.4	10

All compounds of this part (from the top)
Below each compound: core dimer inh	PP1 inh	PREPL inhibitor	Fh CTSL1 inh	TPT1 inhibitor	ZTA counter	Efflux pump mplx	PP5 inh	EBNA-1 inhibitor
- C#CCNC(=O)C1=C[C@@H](c2coc3ccccc3c2=O)C[C@@H](OCc2ccc(CO)cc2)O1
    -5	0	4	-1	3	-11	0.1	-0.2	5
- CCN(C(=O)/C=C/c1ccc(OC)cc1)C1CCCCC1
    5	-3	0	0	-1	7	0.0	-0.4	10
- COC(=O)c1cnc(Oc2ccc(NC(=O)NC(=O)c3c(F)cccc3Cl)cc2)cc1C(F)(F)F
    4	-2	5	-2	-1	-3	0.1	0.2	-6
- COc1ccc(NC(=O)COC(=O)c2ccccc2SCC(=O)N2CCCC2)cc1
    0	-2	8	-2	-3	-10	0.1	0.0	8
- N#CCC(=O)c1ccccc1Oc1ccc(Cl)cc1
    5	4	9	-2	1	3	0.0	1.5	6
- O=C(c1sc2ccccc2c1Cl)N(Cc1ccccc1Cl)C1CCS(=O)(=O)C1 (stereo not given)
    6	5	3	4	-4	4	-5.7	2.2	8
- Cc1cccn2c(=O)c3cc(C(=O)N4CCCCC4C)sc3nc12 (stereo not given)
    x	-1	9	x	x	-24	0.6	3.5	x
- CC(=O)NC1C(=O)N=C(SCC(=O)NCc2ccccc2)NC1=O (stereo not given)
    0	-1	10	1	1	-1	-0.1	-1.8	10
- COc1cccc(C(=O)NCC(c2cccs2)N2CCOCC2)c1 (stereo not given)
    x	1	1	x	x	11	-0.1	3.7	x
- COCCCNC(=O)CN1CCN(Cc2ccccc2Cl)C1=O
    2	-3	-4	-4	-3	7	-0.1	0.3	12
- COc1ccc(O[C@H]2C=C[C@@H](c3ccccc3)O[C@@H]2CO/N=C(\C)CCC(=O)OC[C@H]2O[C@H](c3ccccc3)C=C[C@@H]2Oc2ccc(OC)cc2)cc1
    18	14	-2	0	-3	0	0.0	0.2	2
- O=C(N[C@@H]1C[C@H]2CC[C@@H]1C2)c1ccco1
    5	-1	1	3	1	-8	0.0	-1.4	-11
- Cc1ccc(C(=O)NCC(=O)NCc2cc(=O)n(C)c(=O)n2C)cc1C
    3	-5	11	-3	-2	16	-0.1	-0.6	7
- CCOc1cc(N2CCOCC2)c(OCC)cc1NC(=O)c1cc(C)nc2ccccc12
    -3	-2	8	2	0	9	-0.2	-1.8	1
- Cc1ccccc1CN(C)CC(=O)Nc1ccccc1-c1ccccc1
    -6	-1	9	-1	5	9	-0.1	2.3	-8
- Cc1cc(=O)[nH]c(/N=C(\N)Nc2ccc3c(c2)OCCO3)n1
    -5	-1	5	-2	1	2	-0.1	4.0	4
- CN(C)CCNC(=O)c1ccc(-c2nn(C)c(=O)c3ccccc23)cc1
    -7	-2	3	-1	0	-23	-0.1	0.9	-5
- O=C(CSc1nc2[nH]ncc2c(=O)n1-c1ccccc1)N1CCCCCC1
    -3	-5	14	4	1	4	0.0	0.3	-1
- CCOC(=O)N1CCC(NC(=O)c2cccs2)CC1
    -2	-2	0	3	0	-6	0.0	-2.2	-3
- O=C(CSc1ncn[nH]1)c1ccco1
    0	-2	-2	0	-5	14	-0.1	0.1	12
- CC(NC(=O)CCCc1ccccc1)c1ccncc1 (stereo not given)
    -16	3	5	0	-5	-3	-0.2	-0.2	-2
- CC(=O)Oc1ccc2ccccc2c1C(NC(=O)Cc1ccccc1)c1ccccc1Cl (stereo not given)
    21	2	-5	2	0	4	0.0	1.0	7
- CCOC(=O)N1CCN(C(=O)C2CCN(S(=O)(=O)CC)CC2)CC1
    -2	-3	-2	-3	-2	6	-0.6	-0.2	5
- COc1ccc(Br)cc1/C=N/NC(=O)CNC(=O)c1cccnc1
    5	0	8	1	1	-4	0.0	3.0	6
- c1cncc(-c2nnc3sc(C4CCCCC4)nn23)c1
    -2	-2	-4	5	3	-18	-0.1	-1.5	3
- CCOC(=O)C1=C(C)NC(=O)NC1c1ccc2c(c1)OCO2 (stereo not given)
    -2	-9	5	1	0	-6	-0.1	0.7	3
- COc1cc(CNC(=O)c2ccccc2NC(=O)C2=C(C)OCCS2)cc(OC)c1OC
    -1	-7	0	-2	-3	-4	-0.1	-0.6	-5
- O=C(c1n[nH]c2ccccc12)N1CCN(S(=O)(=O)c2ccc3ccccc3c2)CC1
    18	0	-72	2	0	11	-0.2	2.1	14
- FC(F)(F)c1cccc(N2Cc3ccccc3C2)c1
    27	2	3	6	-1	9	0.0	1.8	7
- O=C(CSc1nc(N2CCOCC2)nc(N2CCOCC2)n1)Nc1ccc([N+](=O)[O-])cc1
    -7	-1	23	4	2	15	0.1	2.1	-1
- Cc1ccsc1/C=C(/C#N)C(=O)NCc1ccccc1
    0	0	-1	1	1	17	0.1	-1.0	9
- CCN(C(=O)COC(=O)c1ccc(C)c(S(=O)(=O)N2CCCCC2)c1)C1CCS(=O)(=O)C1 (stereo not given)
    0	-3	4	-8	0	6	-0.1	-0.9	5
- CCCCNC(=S)N1CCN(CC)CC1
    -4	13	-6	-2	-3	-2	-0.1	1.0	-10
- CCOC(=O)c1sc(NC(=O)c2ccccc2OC)nc1C
    11	-3	0	-3	-2	6	-0.1	-0.3	0
- COC(=O)c1ccccc1NC(=O)CN1CCN(c2ccccn2)CC1
    -3	-2	21	-11	-1	-7	0.0	-0.1	6
- COc1cccc(N(CC(=O)NCC2CCCO2)C(=O)CNS(=O)(=O)c2ccccc2)c1 (stereo not given)
    1	-1	-2	1	-20	-2	-0.1	-0.5	4
- COc1ccc(S(=O)(=O)Nc2c(O)c3ccccc3oc2=O)cc1
    -1	0	13	1	0	-4	0.1	-1.2	-4
- Cc1cccc(C)c1NC(=O)CN(C)C(=O)[C@H](C)NC(=O)c1ccco1
    x	1	3	x	x	-9	0.0	-0.6	x
- CC(C)CN(C(=O)c1ccc(N2CCCC2=O)cc1)C1CCS(=O)(=O)C1 (stereo not given)
    1	-8	2	-2	-3	16	0.0	-3.2	4
- CSc1cc(-c2ccccc2)[nH]c(=O)c1C#N
    4	-2	31	3	18	-3	0.0	-0.5	6
- CC1C=CCC2C(=O)N(c3ccccc3OC(=O)c3ccco3)C(=O)C12 (stereo not given)
    2	-1	-4	-10	3	0	0.1	-1.2	0
- N/C(=N\O)c1ccncc1
    3	-6	2	-1	-1	-3	0.1	-2.2	2
- NS(=O)(=O)c1cccc(NC(=O)CSc2nc3ccccc3c(=O)n2CCCN2CCOCC2)c1
    -8	1	11	4	-3	-15	0.0	1.0	3
- Cc1c(C)n(-c2ccccc2)c2ncnc(NCCN(C)C)c12
    3	-7	-5	-4	-3	-8	0.0	1.7	12
- CCCS(=O)(=O)NCc1ccc2c(c1)cc(C)n2C
    -2	-3	15	-1	-1	-7	0.0	-1.4	-2
- OC1(c2ccc(Br)cc2)CCNCC1
    -4	0	4	1	-4	11	0.0	0.8	-9
- C=CCOc1ccc(/C=C/C(=O)OCC(=O)NCc2cccs2)cc1
    -3	-4	1	-1	4	-1	0.0	1.6	-3
- Cc1cc(C)n2nc(C(=O)NC(c3ccccc3)c3ccccc3)nc2n1
    2	-2	11	-1	-2	-1	-0.3	-2.1	4
- O=C(Cn1cnc2ccccc21)Nc1ccc(F)c(F)c1
    3	0	-14	-1	-1	17	-0.2	1.4	12
- CCn1ccnc1CNC(=O)c1ccc2oc(CCCc3ccccc3)nc2c1
    1	1	-13	-2	-1	13	0.1	3.5	-3
- Cc1nn(-c2ccccc2)c(C)c1NC(=O)COC(=O)c1ccc(Cl)c(S(N)(=O)=O)c1
    2	-2	-7	5	1	-9	-0.1	2.5	3
- CSc1ccccc1C(=O)Nc1ncn[nH]1
    -3	-2	10	0	-2	-5	0.0	-0.9	3
- OC(CCc1ccncc1)COc1ccccc1 (stereo not given)
    -6	2	1	-4	-1	-25	0.0	2.7	-8
- CCOC(=O)c1c(C)[nH]c(NC(=O)NNC(=O)c2ccccc2Cl)c1C
    x	-3	8	x	x	2	0.1	1.3	x
- Cc1nnc(SCc2ccc(CC(=O)O)cc2)o1
    -6	2	0	-2	1	-7	-0.1	0.3	-5
- CCOC(=O)CSc1nc2ccc(NC(C)=O)cc2s1
    2	-6	9	3	-4	-2	0.0	-0.5	14
- CCOc1ccc2c(c1)s/c(=N\S(=O)(=O)c1ccc(OC)cc1)n2C(F)F
    11	3	-9	4	-4	-6	0.0	3.2	-4
- COc1ccc(C(=O)Nn2c(C)nc3ccccc3c2=O)cc1Br
    -1	-2	4	-3	1	-12	0.2	-1.1	-22
- COc1ccc(NC(=O)c2nnn(CC(=O)Nc3ccccc3OC)c2N)c(OC)c1
    -2	3	-4	1	-1	8	0.1	-0.8	5
- C=C1CCN(CC(=O)OC)S(=O)(=O)c2ccccc21
    5	-4	-3	-1	-4	2	0.1	1.8	4

(cont.)
Below each compound: core dimer inh	PP1 inh	PREPL inhibitor	Fh CTSL1 inh	TPT1 inhibitor	ZTA counter	Efflux pump mplx	PP5 inh	EBNA-1 inhibitor
- CCN(CC)S(=O)(=O)c1ccc(S(=O)(=O)N2CCCC2C(=O)O)cc1 (stereo not given)
    -7	-4	15	0	-3	6	-0.1	-1.4	-6
- COc1ccc(-c2cccc(C3CC=CC4C3C(=O)N(Cc3ccccc3)C4c3ccc4ccccc4c3)c2)cc1 (stereo not given)
    5	12	-1	0	-3	-16	0.1	1.5	1
- CC(C)NS(=O)(=O)c1ccc(OCC(=O)NC2CCCCCC2)cc1
    0	3	7	1	-2	-2	0.2	1.4	2
- CC(C)(C)c1ccc(C(=O)NCCC(=O)NCc2cccs2)cc1
    -6	2	5	-5	-1	-7	0.1	2.8	-12
- CCCCn1c(=O)[nH]c(=O)c2c1nc(-c1ccc(OC)c(Br)c1)n2CC(C)C
    18	4	10	9	0	5	0.0	2.3	-1
- Cc1ccc(S(=O)(=O)Nc2c3ccccc3nc(=O)n2-c2ccccc2)cc1
    3	-1	-9	3	1	-8	0.1	0.4	-6
- CN(C)S(=O)(=O)c1cccc(NC(=S)N/N=C/C(=O)c2ccccc2)c1
    -2	1	2	-2	1	0	-0.1	1.9	7
- Cc1ccccc1NC(=S)N1CCN(c2ccccc2)CC1
    -5	2	-4	1	3	-5	0.0	2.2	-22
- O=S(=O)(Nc1cc(Cl)ccc1N1CCOCC1)c1ccccc1Cl
    x	1	8	x	x	15	0.0	1.7	x
- COc1ccc2c(c1)O[C@H](c1ccc3c(c1)OCO3)[C@@H](O)C2=O
    -10	0	3	-1	-4	-10	0.2	1.1	-1
- C/C(=C/C(=O)NCc1ccccc1)C(=O)O
    4	-6	3	-1	-1	-1	0.0	0.4	-4
- COc1ccc(Nc2cc(C)nc(N3CCN(C(=O)c4ccc5c(c4)OCO5)CC3)n2)cc1
    2	-3	9	2	-5	20	0.0	-1.9	8
- CCOC(=O)C1CCCN(C2CCN(Cc3nc(Cc4ccccc4)no3)CC2)C1 (stereo not given)
    -3	-3	4	-2	2	13	0.1	0.4	0
- CCn1c(C)nc2cc(C(=O)NNS(=O)(=O)c3c(F)cc(F)c(Cl)c3F)ccc21
    -9	3	6	-3	-2	-5	-0.1	0.8	5
- COC(=O)CSc1nc2sc3c(c2c(=O)[nH]1)CCC3
    -5	-1	20	2	-3	3	-0.1	-0.9	0
- O=Cc1cn(CC(=O)N2CCc3ccccc32)c2ccccc12
    -4	-4	10	3	5	-2	0.1	1.6	-11

Some of the compounds tested; rates above refer to the full screens.
